# Bioassay records: PubChem, National Center for Advancing Translational Sciences (NCATS)
# Giardia killer: kills Giardia lamblia. Giardia lamblia trophozoite viability. activity change, % at 7.66 µM, hits read low. 0.15% of 340,000 active; in the data active means activity change below about -80%; inconclusive means between about -30% and that limit;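 further: parasites exposed to compound for two days anaerobically before the ATP read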
#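 Compounds were tested on trophozoites seeded at 100 cells/well and held 48 hrs at 37 deg C anaerobically. An ATP-based luminescent kit measured the remaining live cells.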
# Coupling enz: counter-screen for Giardia aldolase inhibitors: coupling enzyme system | 0.67% of 290,000 active | activity change, negative = inhibition, % at 58.2 µM, hits read low | coupling enzyme system counterscreen, AmpLite Red fluorescence; in the data active means activity change below about -30%
#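 First, compound is pin-transferred into glyceraldehyde-3-phosphate coupling-enzyme reagent at 57.5 uM final and held 10 min at RT. Next, substrate, coupling system and AmpLite Red are added. After 20 min RT, fluorescence (525/598 nm) is read.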
# uPA surface inh: cell surface uPA generation inhibition | cell surface uPA generation assay, qHTS | Potency, µM (titrated, usually from 38.3 µM), for the others: at the highest dose activity change, negative = inhibition, usual class: inhibitors | 0.31% of 330,000 active | AID 540303; active means well fitted inhibition curve with a large enough effect; inconclusive means small, poorly fitted or top-dose-only effect; inactive means no such curve, though single readings can be large or run the other way; tested in mouse RAW 264.7 cells; further: potency means the concentration at half of the fitted maximal effect; nearly all actives have a fitted effect of over 55% in size
# USP2a inh: USP2a (human) protease inhibition; USP2 core, Ub-CHOP2 coupled fluorogenic reporter, 485/531; 0.01% of 330,000 active; O75604; AID 463254; Potency, µM (highest dose often 38.3 µM), without a hit: at the top dose activity change, negative = inhibition, usual class: inhibitors;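 further: potency means the concentration at half of the fitted maximal effect; plate controls were DMSO wells for no effect and full inhibition by NEM control for full effect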
#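 USP2 core (10nM final) preincubated 30min RT with compound in 20mM Tris-HCl pH 8.0, 2mM CaCl2, 2mM beta-mercaptoethanol, 0.05% CHAPS; 25nM Ub-CHOP2 plus 25nM reporter substrate added, fluorescence (Ex485/Em531) read after 60min.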
# PKM2 act: activators of human pyruvate kinase M2. P14618. purified PKM2, Kinase-Glo ATP luminescence, activation; response scale: 0% is enzyme alone, no compound. Potency, µM (doses to about 57.5 µM), without a hit: at the top dose activation, usual class: activators. 0.34% of 260,000 active. AID 1631; further: potency means the concentration at half of the fitted maximal effect; nearly all actives have a fitted effect of over 55% in size
#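 Purified hPK-M2 (>95% pure) converted ADP (0.1 mM final) to ATP with 0.5 mM PEP in 50 mM imidazole pH7.2, KCl, MgCl2, Tween 20, BSA; 1 h at room temperature. ATP detected by Kinase-Glo luminescence.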
# GALK inhibitor: blocks human galactokinase activity; 0.007% of 270,000 active; Purified GALK, Kinase-Glo residual ATP luminescence; P51570; AID 1868; Potency, µM (titrated, usually from 57.5 µM), without a hit: top-dose activity change, negative = inhibition, actives largely listed as inhibitors; further: potency means the concentration at half of the fitted maximal effect
# Target sequence (P51570 whole entry, looked up): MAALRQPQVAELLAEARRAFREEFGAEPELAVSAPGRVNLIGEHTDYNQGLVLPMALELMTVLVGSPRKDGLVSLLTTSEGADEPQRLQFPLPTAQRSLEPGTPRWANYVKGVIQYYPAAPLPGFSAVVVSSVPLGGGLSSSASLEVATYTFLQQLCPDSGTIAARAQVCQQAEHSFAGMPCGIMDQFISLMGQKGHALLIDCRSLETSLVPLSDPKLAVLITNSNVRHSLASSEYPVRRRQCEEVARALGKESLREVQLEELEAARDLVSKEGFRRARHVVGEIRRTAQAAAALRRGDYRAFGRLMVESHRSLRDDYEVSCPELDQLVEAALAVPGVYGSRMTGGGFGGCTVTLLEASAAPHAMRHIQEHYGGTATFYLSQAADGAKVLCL
#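 The enzyme phosphorylates galactose (100 uM) using ATP (35 uM); inhibition is detected as higher residual ATP, quantified by bioluminescence after 1 h reaction at room temperature, pH 8.0.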
# KCNH2 3.1 block: inhibitors of human KCNH2 3.1 potassium channel isoform. U2OS KCNH2 3.1, thallium flux FluxOr; hits give low values. activity change, % (tested at about 1.8 µM). 0.95% of 340,000 active;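 active means maximum activity change below -70%; inconclusive means maximum activity change from -70% to -50%; inactive means maximum activity change above -50%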;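 further: thallium influx rate constant from kinetic fluorescence after stimulation buffer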
#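 Channel expression came from 3.1 mutant virus (1.77 x 10^8 /mL) applied to suspended U2OS cells for 4 h. Flux was tracked with FluxOr dye plus Red40 quencher, and kinetic rate constants normalized to controls.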
# Chronic BCR inh: chronic active BCR signaling inhibition; ABC-DLBCL IkBa-CBG/CBR reporter, luminescence ratio, 4 h; Potency, µM (top dose mostly 46.1 µM), without a hit: at the top dose ratio change, negative = lower green/red ratio, most hits filed as inhibitors; 0.05% of 340,000 active; active means well fitted inhibition curve with a large enough effect in the signal ratio, with a control signal flat, not every such curve was filed as active; inconclusive means small, poorly fitted or top-dose-only effect, or effect the other way, or a change in a side signal; the % refers to the signal ratio;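 further: potency means the concentration at half of the fitted maximal effect; plate controls were basal doxycycline-induced cells for no effect and cells given 10 µM MG132 for full effect; MG132 reads +100%, hits lower the ratio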
#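 TMD8 human ABC-DLBCL cells with doxycycline-inducible IκBα–green luciferase fusion and unfused red luciferase, in 0.5% FBS medium; compounds up to 46 uM, 4 h at 37C. Green/red luminescence ratio, filter-overlap corrected, fitted to concentration-response curves.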
# B2AR arrestin: recruits beta-arrestin to the human beta2-adrenergic receptor; P07550; beta-arrestin recruitment to beta2AR, cell-based reporter; Potency, µM (highest dose often 46.1 µM), inactives show top-dose activation, hits mostly activators; 0.02% of 330,000 active;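 further: potency means the concentration at half of the fitted maximal effect; 0% = DMSO controls and full agonism = EC100 isoproterenol or metaproterenol; nearly all actives have a fitted effect of over 65% in size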
# Target sequence (P07550 whole entry, looked up): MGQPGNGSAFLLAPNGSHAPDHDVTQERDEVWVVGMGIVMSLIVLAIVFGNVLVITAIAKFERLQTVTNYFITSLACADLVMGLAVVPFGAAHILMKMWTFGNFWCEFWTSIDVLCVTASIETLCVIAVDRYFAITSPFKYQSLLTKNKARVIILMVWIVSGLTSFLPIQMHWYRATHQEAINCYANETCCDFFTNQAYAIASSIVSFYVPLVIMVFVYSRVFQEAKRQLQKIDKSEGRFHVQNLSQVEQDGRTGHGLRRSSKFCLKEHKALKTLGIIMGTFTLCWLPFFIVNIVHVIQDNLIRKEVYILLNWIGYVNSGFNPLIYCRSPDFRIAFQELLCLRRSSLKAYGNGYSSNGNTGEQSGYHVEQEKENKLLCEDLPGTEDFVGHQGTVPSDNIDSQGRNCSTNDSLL
# Eya2 phos inh: blocks the phosphatase activity of human Eya2; Potency, µM (highest dose often 76.9 µM), inactives show at the highest dose activity, negative = inhibition, actives largely listed as inhibitors; O00167; 0.006% of 330,000 active; recombinant Eya2, OMFP fluorescence dephosphorylation (OMFP is methylfluorescein phosphate); further: potency means the concentration at half of the fitted maximal effect
#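 Eya2 protein (added as 0.2 uM solution) was preincubated with compound for 10 min at ambient temperature in 50 mM HEPES pH 7.5, 50 mM NaCl, 5 uM MgCl2, 0.05% BSA, 1 mM DTT. OMFP (added at 50 uM) then reacted 10 min; fluorescence read at 485/525 nm.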
# KCNH2 WT inh: blocks the wildtype human KCNH2 potassium channel | 0.37% of 340,000 active | U2OS, BacMam KCNH2, thallium flux FluxOr; hits give low values | Q12809 | activity change, % at 1.84 µM | AID 720551;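 active means maximum activity change below -70%; inconclusive means maximum activity change between -70% and -50%; inactive means maximum activity change above -50%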
#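 U2OS cells transduced with wild-type KCNH2 virus are loaded with FluxOr dye for 45 min, and thallium flux is measured in kinetic reads before and after stimulation buffer. Rate constants are normalized to DMSO controls.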
# * hit, by the source's call; ? = inconclusive; . = not tested or not shown; [ ] = remark or other dose. Unless noted, the call rests on the fitted dose curve; in most records, active means well fitted curve in the direction sought with a large enough effect; inconclusive means small, poorly fitted or top-dose-only effect, or another doubt; inactive means no such curve, though single readings can be large; an effect the other way counts as inactive or inconclusive. Unless noted, on the % scale 0 is the no-effect control and ±100 the full control effect.
SMILES,Giardia killer,Coupling enz,uPA surface inh,USP2a inh,PKM2 act,GALK inhibitor,KCNH2 3.1 block,Chronic BCR inh,B2AR arrestin,Eya2 phos inh,KCNH2 WT inh
Cc1ccc(S(=O)(=O)Nc2ccc(NC(=O)CN3CCCCC3)cc2)cc1,-29,-2,4%,-1%,-9%,-1%,-2,?,-0.2%,-23%,6
Cc1nn(CC(=O)OCCOc2ccc(Br)cc2)c(C)c1[N+](=O)[O-],?,-2,2%,-1%,1%,-5%,-73*,3%,-0.5%,0%,-15
COCCCNC(=O)c1ccccc1N(Cc1ccccc1)S(=O)(=O)c1ccccc1,2,1,-7%,-1%,-7%[11.5 µM],6%,1,?,0.9%,-19%,-16
Cc1ccc2[nH]c3c(c2c1)CCN1C(=O)OC(C)(C)C31C (configuration not stated),-24,1,-1%,3%,8%,-1%,2,0%,0.4%,0%,-20
COc1ccc(NC(=O)COC(=O)CCNS(=O)(=O)c2ccc(Cl)cc2)cc1,1,0,16%,9%,-1%,-2%,-6,-10%,0.3%,3%,0
COc1ccc(NC(=O)c2ccc(C#CC(C)(C)O)cc2)cc1,1,-4,4%,2%,-14%,0%,10,?,3.7%,1%,-5
CC(=O)N1CCN(S(=O)(=O)c2ccccc2)C1c1ccccc1 (configuration not stated),25,-1,.,0%,-4%,-2%,2,0%,0.3%,7%,-30
N#CC1=C(N)SC(N)=C(C#N)C1c1ccoc1,.,-39*,.,4%,19%,-2%,.,8%,-0.4%,13%,.
CCc1ccc(N(CC(=O)NC2CCCCC2)C(=O)CCC(=O)Nc2ccccn2)cc1,-14,1,2%,3%,-2%,14%,-1,-2%,-0.3%,-6%,8
O=c1oc2ccc(Cl)cc2cc1-c1nnc(Nc2cccc(C(F)(F)F)c2)s1,-27,0,5%,3%,-2%,.,-23,?,-0.5%,5%,1
CC(C)c1ccc(CNc2c([N+](=O)[O-])c(=O)oc3ccccc23)cc1,0,0,?,-1%,13%,-3%,15,0%,-0.4%,-6%,-6
Cc1cccc(N2C(=O)c3cccc4c(N(C)CCO)ccc(c34)C2=O)c1,2,-6,5%,?,-7%,5%,-12,?,1.2%,?,-33
COc1ccc(C(=S)N2CCN(S(=O)(=O)c3ccccc3)CC2)cc1,-16,.,-3%,2%,.,7%,-8,?,-0.2%,-4%,4
CCn1c(C)c(C(C)=O)c(N2CCN(C(c3ccccc3)c3ccccc3)CC2)nc1=S,14,-4,-2%,14%,0%,-3%,2,5%,5.3%,-7%,-3
O=C(c1cccc(S(=O)(=O)Nc2ccc(Br)cc2)c1)N1CCC1,-5,.,-3%,0%,?,-6%,0,4%,-0.3%,-6%,19
COc1ccc(CCNC(=O)CS(=O)(=O)c2cn(CC(=O)N3CCCC3)c3ccccc23)cc1OC,-3,-6,-6%,10%,16%,0%,-1,1%,0.1%,15%,-11
COc1ccc(-c2csc(NC(=O)c3ccccc3S(C)(=O)=O)n2)cc1,-24,-1,-5%,3%,-1%,-1%,13,?,0.0%,2%,-7
COc1ccc(OC)c(NC(=O)CSc2nnc(-c3ccco3)n2-c2ccc(C(=O)O)cc2)c1,-8,-13,2%,-2%,10%,0%,-1,?,0.5%,-12%,-9
CC(C)CNC(C)C(=O)Nc1ccc(S(N)(=O)=O)cc1 (configuration not stated),1,-2,-1%,2%,?,14%,0,-1%,0.1%,4%,7
O=C(O)CC1SC(N/N=C/c2ccc(Br)cc2)NC1=O (configuration not stated),-1,5,-2%,1%,3%,-4%,?,0%,0.0%,-2%,.
C/C(=N\OCC(=O)NCC(F)(F)F)c1cc2ccccc2o1,-10,3,1%,0%,4%,1%,11,?,-0.2%,8%,2
CCCCOC(=O)C1C2C=CC3(CN(CCc4ccccc4)C(=O)C13)O2 (configuration not stated),9,0,-6%,-2%,6%,0%,-11,7%,-0.6%,-13%,-5
CCC(C)(C)C1CCc2[nH]nc(C(=O)NC(C)C)c2C1 (configuration not stated),6,.,-16%,-1%,.,.,0,-5%,0.5%,-7%,-10
CCCCN(CC(O)COc1cccc(C)c1)CC(O)COc1cccc(C)c1 (configuration not stated),8,0,.,-2%,.,3%,-20,-5%,-0.1%,-1%,15
Cc1c(Cl)cccc1NC(=O)c1ccco1,-8,1,-2%,-1%,-1%,-5%,2,-12%,3.4%,-20%,0
O=C(CSc1ccc2c(c1)OCCO2)NCCc1ccc(Cl)cc1Cl,-9,0,6%,0%,12%,0%,-24,2%,0.3%,-3%,-5
Cn1c(C(=O)O)c(CC(=O)NCC2COc3ccccc3O2)c2ccccc21 (configuration not stated),-10,11,0%,0%,1%,-3%,18,-1%,0.3%,21%,1
O=C(c1ccc(CSc2ccccc2)cc1)N1CCN(c2ccccc2)CC1,-23,1,0%,1%,-27%,2%,-9,3%,-0.1%,2%,3
CCCNC(=O)C(=O)N/N=C/c1cccs1,12,-1,-3%,5%,-1%,-3%,.,?,-1.2%,2%,-13
COc1ccc(C2/C(=C(/O)c3ccc4c(c3)CC(C)O4)C(=O)C(=O)N2CCN2CCOCC2)cc1OC (configuration not stated),-25,1,4%,0%,-2%,7%,.,-2%,0.1%,18%,4
CCN(CC)S(=O)(=O)c1csc(C(=O)OCC(=O)c2ccccc2)c1,-4,-1,5%,4%,11%,-2%,1,3%,2.7%,-3%,0
COc1ccc(CNC(=O)C2CCN(c3cc(C(=O)Nc4cccc(OC)c4)ccn3)CC2)cc1,-29,1,-5%,-2%,-2%[0.46 µM],5%,?,0%,0.4%,-6%,-6
Cc1ccc(CC2CC(=O)N(c3cc(C)on3)C2=O)cc1 (configuration not stated),-11,-1,1%,0%,-1%,1%,11,3%,-1.0%,1%,-1
Cc1ccc(S(=O)(=O)CCC(=O)NCc2ccco2)cc1,-7,-1,2%,-2%,6%,-3%,9,3%,0.0%,4%,-8
COc1ccc(NC(=O)CSc2nnc(-c3cc(C)[nH]n3)n2N)cc1OC,9,0,4%,-3%,.,5%,-5,-2%,0.0%,3%,7
COC(=O)c1cc(NC(=O)C2CC2)cc(C(=O)OC)c1,37[activator],4,-3%,3%,-3%,2%,6,3%,0.0%,-5%,-1
Cn1c(SCc2nn[nH]n2)nc2c1c(=O)n(Cc1ccccc1Cl)c(=O)n2C,6,16,3%,1%,4%,-3%,18,0%,0.1%,-19%,-7
COc1ccc(N2C(=O)N3[C@H](c4cccc(C)c4)[C@@H]4C(=O)N(Cc5ccccc5)C(=O)[C@@H]4[C@]3(Cc3ccccc3)C2=O)cc1,-11,-5,5%,-10%,-1%,.,6,?,-0.7%,-4%,3
Cc1ccc(Sc2cc(C(=O)NCCCN(C)C)c3ccccc3n2)cc1,7,5,-4%,-11%,.,5%,-42,?,0.2%,?,18
COCCCNC(=O)c1cc2c(=O)n3cc(C)ccc3nc2nc1NCC1CCCO1 (configuration not stated),.,3,.,3%,0%,-3%,.,?,-0.4%,1%,.
CCN(CC)S(=O)(=O)c1ccc2c(c1)oc(=O)n2CC(=O)N(C)C1CCCCC1,-17,-2,1%,4%,.,-1%,-9,6%,-0.6%,4%,-4
CC(C)C(C(=O)NCC1CCCO1)N(CC1CCCO1)C(=O)CNS(=O)(=O)c1ccccc1 (configuration not stated),13,0,1%,0%,0%,-5%,5,5%,0.3%,-6%,-4
COCCOC(=O)c1c(C)oc2ccc(OCc3ccccc3)cc12,-18,1,5%,1%,3%,.,-21,?,-0.7%,-2%,-10
Cc1nnsc1S(=O)c1ccc(F)cc1 (configuration not stated),-8,2,-30%,8%,.,-4%,-7,0%,-0.6%,14%,-2
Cc1ccc(C(=O)N(CC(=O)NC2CCCC2)c2cccc(F)c2)s1,1,-1,11%,-1%,.,4%,1,1%,-0.1%,9%,-9
O=C(/C=C/Nc1ccc(Br)cc1F)c1ccccc1,?,0,-9%,0%,-26%,7%,10,?,1.8%,2%,9
CC(C)CC1Nc2ncnc(N3CCN(c4ccccc4)CC3)c2N(Cc2ccc(Br)cc2)C1=O (configuration not stated),6,.,-21%,-3%,.,.,-6,-8%,-0.1%,8%,-12

# By substructure, the compounds so far with a nitro group on carbon.
SMILES,Giardia killer,Coupling enz,uPA surface inh,USP2a inh,PKM2 act,GALK inhibitor,KCNH2 3.1 block,Chronic BCR inh,B2AR arrestin,Eya2 phos inh,KCNH2 WT inh
Cc1nn(CC(=O)OCCOc2ccc(Br)cc2)c(C)c1[N+](=O)[O-],?,-2,2%,-1%,1%,-5%,-73*,3%,-0.5%,0%,-15
CC(C)c1ccc(CNc2c([N+](=O)[O-])c(=O)oc3ccccc23)cc1,0,0,?,-1%,13%,-3%,15,0%,-0.4%,-6%,-6
